FEN1 inhibitor: qHTS Assay for the Inhibitors of Human Flap endonuclease 1 (FEN1); P39748; Recombinant FEN1 flap cleavage, fluorescence, 15 min; Potency, µM (top dose mostly 114 µM), without a hit: at the highest dose activity change, negative = inhibition, actives largely listed as inhibitors; actives 0.35% (n = 390,000); note: nearly all actives have a fitted effect of over 65% in size
Target sequence (P39748 whole entry, looked up): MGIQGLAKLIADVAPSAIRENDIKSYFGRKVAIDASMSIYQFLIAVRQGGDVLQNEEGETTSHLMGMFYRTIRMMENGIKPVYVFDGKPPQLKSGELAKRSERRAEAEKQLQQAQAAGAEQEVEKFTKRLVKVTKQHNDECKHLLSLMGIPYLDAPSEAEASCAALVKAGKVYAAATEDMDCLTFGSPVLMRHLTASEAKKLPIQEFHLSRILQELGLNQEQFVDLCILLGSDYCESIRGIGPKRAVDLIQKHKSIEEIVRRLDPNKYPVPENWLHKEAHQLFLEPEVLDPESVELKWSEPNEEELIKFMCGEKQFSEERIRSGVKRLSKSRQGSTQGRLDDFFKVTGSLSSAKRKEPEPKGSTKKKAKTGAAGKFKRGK
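Nuclease activity of 10 nM FEN1 was measured after 15 min of room-temperature exposure to titrated compounds, by adding 50 nM flap substrate and reading plates at 0 and 15 min.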
N370S GC mod: qHTS Assay for Inhibitors and Activators of N370S glucocerebrosidase as a Potential Chaperone Treatment of Gaucher Disease | Lysosomal acid glucosylceramidase (Homo sapiens), P04062 | N370S GC spleen homogenate, 4MU-glucoside fluorescence | Potency, µM (doses to about 59.4 µM), for inactives: at the highest dose activity change, negative = inhibition, hits mostly inhibitors | actives 0.092% (n = 330,000) | AID 2101, 2009;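 note: 0% = full enzyme activity and -100% = no enzyme basal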
DT40 TDP1 CPT: qHTS for Inhibitors of human tyrosyl-DNA phosphodiesterase 1 (TDP1): qHTS in cells in presence of CPT | chicken DT40 Tdp1-/-;hTDP1 cells + 20 nM CPT, ATP luminescence, 48 h | Potency, µM (top dose mostly 46.2 µM), for the others: at the highest dose activity change, negative = growth inhibition, usual class: inhibitors | actives 12% (n = 420,000); note: nearly all actives have a fitted effect of over 55% in size
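Chicken DT40 Tdp1-/- cells complemented with human TDP1, 400 cells/well, exposed to compounds plus 20 nM camptothecin for at least 48 h at 37 C; viability read as ATP content by CellTiter-Glo luminescence.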
An asterisk follows results filed as active; ? = inconclusive; nt = no result given; & = joins results of further samples; [ ] = another dose, or the depositor's remark. Calls come from the whole dose curve; as a rule, active = well fitted curve in the direction sought with a large enough effect; inconclusive = small, poorly fitted or top-dose-only effect, or another doubt; inactive = no such curve, though single readings can be large; an effect the other way counts as inactive or inconclusive. Unless noted, % is set by controls: 0 for no effect and ±100 for the full control effect; potency is the fitted concentration of half-maximal effect.

SMILES | FEN1 inhibitor | N370S GC mod | DT40 TDP1 CPT
C[C@H]1CO1 | nt | -7.8% | nt
CCOC(=O)c1ncc2[nH]c3ccc(OCc4ccccc4)cc3c2c1COC | nt | -3.5% | nt
CC[C@H](CO)NC(=O)[C@H]1C=C2c3cccc4[nH]cc(c34)C[C@@H]2N(C)C1 | nt | 3.0%[21.6 µM] | nt
C/C=C/C/C=C/CCC(=O)[C@H]1O[C@H]1C(N)=O | nt | ? | nt
CCCCC/C=C\C/C=C\CCCCCCCCCC(=O)NCCc1ccc(O)c(O)c1 | nt | -0.9% | nt
CC(O)CCl (stereo unspecified) | nt | 9.3% | nt
COP(=S)(OC)Oc1nc(Cl)c(Cl)cc1Cl | nt | -7.7% | nt
CC/C=C\C/C=C\C/C=C\C/C=C\C/C=C\CCCC(=O)NCCO | nt | -9.3% | nt
C#CC1(O)CCC2C3CCC4=CC(=O)CCC4(C)C3CCC21C (stereo unspecified) | nt | 5.7% | nt
NC1CCC(CC2CCC(N)CC2)CC1 (stereo unspecified) | nt | 2.7% | nt
CC[C@@]1(O)C(=O)OCc2c1cc1n(c2=O)Cc2cc3c(O)cccc3nc2-1 | nt | -2.1%&20.3% | nt
COc1ccc(-n2[nH]c3c4c(ncc3c2=O)CCCCC4)cc1 | nt | ? | nt
NC(=O)CF | nt | -1.2% | nt
CC(C)(C)C(O)C(Cc1ccc(Cl)cc1Cl)n1cncn1 (stereo unspecified) | nt | -8.3% | nt
CCOC(=O)c1ncn2c1[C@@H]1CCCN1C(=O)c1cc(OC)ccc1-2 | nt | -0.9% | nt
CN1C[C@H](CO)C=C2c3cccc4[nH]cc(c34)C[C@@H]21 | nt | 1.3%[21.6 µM] | nt
CCOC(=O)c1ncn2c1CN(C)C(=O)c1cc(N=[N+]=[N-])ccc1-2 | nt | 12.9% | nt
CCC1=CC2CN3CCc4c([nH]c5ccccc45)[C@@](C(=O)OC)(C2)[C@@H]13 | nt | -10.7% | nt
NC(CCCCCP(=O)(O)O)C(=O)O (stereo unspecified) | nt | 2.8% | nt
O=C1NC(=O)C2=Cc3ccc(O)cc3OC2(O)N1 (stereo unspecified) | nt | -8.1% | nt
COC(=O)[C@@]1(Cc2ccccc2)[C@H]2c3cc(C(=O)N(C)C)[nH]c3C[C@H]2CN1C(=O)c1ccccc1 | nt | 8.3% | nt
C[N+](=O)[O-] | nt | -0.3% | nt
C[C@@H]1CCc2cc(F)cc3c(=O)c(C(=O)O)cn1c23 | nt | 15.6%[21.6 µM] | nt
NCC[C@H](O)C(=O)N[C@H]1C[C@@H](N)[C@@H](O[C@H]2O[C@@H](CN)[C@@H](O)[C@@H](O)[C@@H]2N)[C@@H](O[C@H]2O[C@@H](CO)[C@@H](O)[C@@H]2O)[C@@H]1O | nt | 14.1%[21.6 µM] | nt

No new results follow: two of the compounds above.
SMILES | FEN1 inhibitor | N370S GC mod | DT40 TDP1 CPT
COC(=O)[C@@]1(Cc2ccccc2)[C@H]2c3cc(C(=O)N(C)C)[nH]c3C[C@H]2CN1C(=O)c1ccccc1 | nt | 8.3% | nt
C[N+](=O)[O-] | nt | -0.3% | nt

More structures.
SMILES | FEN1 inhibitor | N370S GC mod | DT40 TDP1 CPT
O[C@@H]1[C@@H]2O[P@@](O)(=S)OC[C@H]2O[C@H]1n1cnc2cc(Cl)c(Cl)cc21 | nt | -3.5% | nt
C[C@@H]1O[C@@H](O[C@H]2C[C@@H](O)[C@]3(CO)[C@@H]4C(CC[C@]3(O)C2)[C@@]2(O)CC[C@H]([C@@H]3COC(=O)C3)[C@@]2(C)C[C@H]4O)[C@H](O)[C@H](O)[C@H]1O (stereo partly specified) | ? | nt | nt
Nc1c(C(=O)Nc2cccc(Br)c2)sc2nc3c(cc12)N1CCC3CC1 | -1.6% | nt | nt
CN(CC#CCN1CCCC1)C(=O)c1cccc(Cl)c1 | -5.7% | nt | nt
COc1ccc(C2(c3cccc(O)c3OC)CCN(C(C)=O)CC2)cc1O | -10.7% | nt | nt
CC1(C)c2[nH]c3ccccc3c2C[C@@H]2C(=O)N(Cc3ccccc3F)C(=O)N21 | ? | nt | nt
O=[N+]([O-])/C=C/c1ccc2c(c1)OCO2 | ? | nt | nt
N#Cc1cc2c(nc1SCC(=O)Nc1cccc(C(F)(F)F)c1)C1CCN2CC1 | -4.3% | nt | nt
CCOC1=C2[C@@H](CN(S(=O)(=O)c3ccccc3C)[C@H]2c2ccc(Cl)cc2)[C@H]2C(=O)NC(=O)[C@H]2C1 | nt | nt | ?
Cc1cccc(C)c1-n1nnnc1C(c1cc2ccccc2o1)N1CCC(n2c(=O)[nH]c3ccccc32)CC1 (stereo unspecified) | nt | nt | 1.46µM*
CCOC(=O)CNC(=O)N1Cc2ccc(Br)cc2-n2nncc2C1 | nt | nt | -12.5%
CCOC(=O)[C@]12Cc3ccccc3[C@H]1N(CCC(=O)OC)C(=O)c1cc(OC)ccc12 | nt | nt | ?

In a second layout: results already given
Molecule	FEN1 inhibitor	N370S GC mod	DT40 TDP1 CPT
CC1(C)c2[nH]c3ccccc3c2C[C@@H]2C(=O)N(Cc3ccccc3F)C(=O)N21	?	nt	nt
O=[N+]([O-])/C=C/c1ccc2c(c1)OCO2	?	nt	nt
C/C=C/C/C=C/CCC(=O)[C@H]1O[C@H]1C(N)=O	nt	?	nt
CCC1=CC2CN3CCc4c([nH]c5ccccc45)[C@@](C(=O)OC)(C2)[C@@H]13	nt	-10.7%	nt
C#CC1(O)CCC2C3CCC4=CC(=O)CCC4(C)C3CCC21C (stereo unspecified)	nt	5.7%	nt

Later entries:
SMILES | FEN1 inhibitor | N370S GC mod | DT40 TDP1 CPT
O=C1NCN(c2ccccc2)C12CCN(C(c1nnnn1Cc1ccccc1)C1CC1)CC2 (stereo unspecified) | nt | nt | ?
CC(=O)CC(c1ccc2c(c1)OCO2)c1c(O)c2ccccc2oc1=O (stereo unspecified) | nt | nt | -21.2%
Oc1ccc(CCNCc2cc3c(cc2Br)OCO3)cc1 | nt | nt | ?
C[C@H](CO)N1C[C@H](C)[C@H](CN(C)C(=O)N[C@H](C)c2ccccc2)OCc2ccccc2-c2c(n(C)c3ccccc23)C1=O | nt | nt | 23.1µM*
CC(C)C(Br)C(=O)NC(N)=O (stereo unspecified) | nt | nt | 12.0%
COc1ccc2c3c1O[C@H]1[C@H](O)CC[C@H]4[C@@H](C2)N(C)CC[C@@]341 | nt | nt | 9.7%[92.5 µM]
Cc1c(C(=O)NCc2cccc(C(F)(F)F)c2)sc(=O)n1Cc1ccc(C(=O)N(C)C)cc1 | nt | nt | ?
CC(C)(C)C(=O)N1Cc2cc(N3CCOCC3)ccc2-n2nncc2C1 | nt | nt | ?
N[C@H](C(=O)O)[C@@H]1CC(Cl)=NO1 | nt | nt | 1.68µM*
CO[C@H]1[C@@H](O)C[C@H](O[C@H]2[C@@H](O)C[C@H](O[C@H]3[C@@H](O)C[C@H](O[C@H]4CC[C@@]5(C)[C@H](CC[C@@H]6[C@@H]5C[C@@H](O)[C@]5(C)[C@@H](C7=CC(=O)OC7)CC[C@]65O)C4)O[C@@H]3C)O[C@@H]2C)O[C@@H]1C | nt | nt | 0.531µM*
COc1ccc(C(c2nnnn2Cc2ccccc2)N2CCC(n3c(=O)[nH]c4ccccc43)CC2)cc1 (stereo unspecified) | nt | nt | 18.4µM*
CN(C)[C@@H]1C(=O)C(C(N)=O)=C(O)[C@@]2(O)C(=O)C3=C(O)c4c(O)cccc4[C@@](C)(O)[C@H]3C[C@@H]12 | nt | nt | ?
c1ccc(CN2Cc3ccccc3-n3nncc3C2)nc1 | nt | nt | -5.8%
COc1ccc(OC)c(CC(C)N)c1 (stereo unspecified) | nt | nt | -19.0%[92.5 µM]
O=C(CCC1CCN(Cc2ccccc2)CC1)c1ccc2c(c1)NCCCC2 | nt | nt | ?
C[C@@H]1CN([C@@H](C)CO)C(=O)CCCn2nncc2CO[C@H]1CN(C)C(=O)Oc1cccc2ccccc12 | nt | nt | 1.0%
C/C=C1\NC(=O)[C@H](C)NC(=O)[C@@H](NC(=O)[C@H](Cc2ccc(O)cc2)NC(=O)[C@@H](NC(=O)/C(C)=C/C)C(C)C)[C@@H](C)OC(=O)[C@H](CCCc2ccc(O)cc2)NC(=O)[C@@H](CCC(=O)O)NC1=O | nt | nt | 0.7%
CSCCC(c1nnnn1-c1c(C)cccc1C)N1CCC2(CC1)C(=O)NCN2c1ccccc1 (stereo unspecified) | nt | nt | 23.1µM*
CCS(=O)(=O)C(C)(C)S(=O)(=O)CC | nt | nt | 4.7%
Cc1nnc2n1-c1sc(Br)cc1C(c1ccccc1Cl)=NC2 | nt | nt | -18.2%
CCC(=O)O[C@H]1CC[C@H]2[C@@H]3CCc4cc(O)ccc4[C@H]3CC[C@]12C | nt | nt | ?
CN1C(=O)CN=C(c2ccc[nH]2)c2cc(Cl)ccc21 (tested in a mixture with another compound) | nt | nt | 1.64µM*
S=C(NCCc1ccccc1)N1Cc2ccccc2-n2nncc2C1 | nt | nt | ?
CCC(=O)O[C@H]1[C@@H](N2CCCCC2)C[C@H]2[C@@H]3CC[C@H]4C[C@H](OC(C)=O)[C@@H](N5CCCCC5)C[C@]4(C)[C@H]3CC[C@@]21C | nt | nt | 7.5µM*
O=C(NCC1=C(c2ccc3ccccc3c2)C[C@@H]2CC[C@H]1N2Cc1ccco1)c1ccc([N+](=O)[O-])cc1 | nt | nt | ?
COc1ccc(C2C=C(C)Oc3c2c(=O)oc2ccccc32)cc1OC (stereo unspecified) | nt | nt | ?
Clc1ccc(CSc2nnc(-c3ccccn3)n2Cc2ccco2)cc1Cl | nt | nt | ?
CC(C)C[C@H]1C(=O)N2CCC[C@H]2[C@]2(O)O[C@](NC(=O)[C@@H]3C[C@@H]4c5cccc6[nH]cc(c56)C[C@H]4N(C)C3)(C(C)C)C(=O)N12 | nt | nt | ?
COc1ccc(OC(=O)N(C)C[C@H]2OCc3cnnn3CCCC(=O)N([C@H](C)CO)C[C@@H]2C)cc1 | nt | nt | 3.8%
O=C1C(Br)C2CCC1C2C(=O)O (stereo unspecified) | nt | nt | -1.8%
CCN(CC)CCN1C(=O)CN=C(c2ccccc2F)c2cc(Cl)ccc21 | nt | nt | ?
CCCCCc1cc(O)c2c(c1)OC(C)(C)[C@@H]1CCC(C)=C[C@@H]21 | nt | nt | 21.1µM*
CC(C)(C)C(=O)N1Cc2cc(-c3ccccc3)ccc2-n2nncc2C1 | nt | nt | 16.4µM*
CCOC(=O)[C@]12Cc3cc(C)ccc3[C@H]1N(C1CCCCC1)C(=O)c1cc(OC)ccc12 | nt | nt | 1.16µM*
CC(C)C1C(C#N)=C(N)Oc2c1c(=O)oc1ccccc21 (stereo unspecified) | nt | nt | -18.6%
CC(Cc1ccccc1)NCCn1cnc2c1c(=O)n(C)c(=O)n2C (stereo unspecified) | nt | nt | -28.9%[92.5 µM]

Molecules listed so far containing bromine (6):
SMILES | FEN1 inhibitor | N370S GC mod | DT40 TDP1 CPT
Nc1c(C(=O)Nc2cccc(Br)c2)sc2nc3c(cc12)N1CCC3CC1 | -1.6% | nt | nt
CCOC(=O)CNC(=O)N1Cc2ccc(Br)cc2-n2nncc2C1 | nt | nt | -12.5%
Oc1ccc(CCNCc2cc3c(cc2Br)OCO3)cc1 | nt | nt | ?
CC(C)C(Br)C(=O)NC(N)=O (stereo unspecified) | nt | nt | 12.0%
Cc1nnc2n1-c1sc(Br)cc1C(c1ccccc1Cl)=NC2 | nt | nt | -18.2%
O=C1C(Br)C2CCC1C2C(=O)O (stereo unspecified) | nt | nt | -1.8%

Some of the entries above, reformatted.
| SMILES | FEN1 inhibitor | N370S GC mod | DT40 TDP1 CPT |
| --- | --- | --- | --- |
| Clc1ccc(CSc2nnc(-c3ccccn3)n2Cc2ccco2)cc1Cl | nt | nt | ? |
| CC(Cc1ccccc1)NCCn1cnc2c1c(=O)n(C)c(=O)n2C (stereo unspecified) | nt | nt | -28.9%[92.5 µM] |

Going on with the list:
SMILES | FEN1 inhibitor | N370S GC mod | DT40 TDP1 CPT
O=c1[nH]c2ccccc2n1C1CCN(C(c2ccccc2OC(F)(F)F)c2nnnn2Cc2ccccc2)CC1 (stereo unspecified) | nt | nt | 10.3µM*
COc1ccc(OC)c(C[C@H](C)N)c1 | nt | nt | -29.7%[92.5 µM]
O=C1NCN(c2ccccc2)C12CCN(C(c1ccccc1OC(F)(F)F)c1nnnn1Cc1ccccc1)CC2 (stereo unspecified) | nt | nt | ?
COc1cccc2c1C(=O)c1c(O)c3c(c(O)c1C2=O)C[C@@](O)(C(=O)CO)C[C@@H]3O[C@H]1C[C@H](N)[C@H](O[C@@H]2CCCCO2)[C@H](C)O1 | nt | nt | 0.188µM*
S=C(S)N1CCNCC1 | nt | nt | -13.6%
CCC(c1nnnn1C(C)(C)C)N1CCC2(CC1)C(=O)NCN2c1ccccc1 (stereo unspecified) | nt | nt | -28.5%

Only part of the results is shown (hit frequency here may not be typical).
